# M1 ag – activates the M1 muscarinic receptor; CHO-M1 cells, Fluo-4 calcium fluorescence, agonist mode; active compounds read high; B-score at 10 µM; 64,000 compounds, 3% hits; AID 626;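 active means fluorescence rise, raw or as B-score row- and column-corrected plate score, outside the 99.7% band of its plate's samples, either direction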
# RORa activator – RORA (human) activation; CHO-K1 Gal4-RORA LBD luciferase reporter, luminescence; percent increase over mock-subtracted basal signal; activation, % at 10 µM; 65,000 compounds, 1.5% hits; AID 560;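 active means activation above the mean of all tested compounds plus 3 SD, cut at about 49% in these data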;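 further: 0% = DMSO-treated RORA cells and 100% = added signal equal to DMSO minus mock-transfected cells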
# Ecoli tolC – blocks growth of E. coli BW25113 tolC mutant; OD615; growth inhibition, % at 10 µM (by protocol); 65,000 compounds, 2.2% hits; AID 573;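 active means growth inhibition at or above a cutoff equal to the mean over every tested compound plus 3 SD, cut at about 60% in these data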;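 further: growth measured after 20 h incubation at 37 °C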
#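 Test system: tolC-deleted E. coli BW25113 | Medium: LB with kanamycin 50 µg/mL | Compound dosing: Single concentration, 10 µM final per compound | Schedule: 37 °C, 20 h exposure | Measured by: OD at 615 nm | Evaluation: Percent growth inhibition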
# NADH coupling – blocks coupling enzymes of NAD/NADH assays; coupled PK/LDH NADH assays, four targets; IC50, µM (doses to about 10 µM), for the others: at the top dose inhibition; 65,000 compounds, 0.02% hits;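 active means single-dose screening hits from any of four coupled enzyme assays that gave an IC50 when retested across doses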;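 further: the DPM-DC format reads NADH fluorescence rather than 340 nm absorbance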
# Ec RNAP inh – blocks E. coli RNA polymerase transcription. P0A8V2. fluorescence transcription assay. inhibition, %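 (tested at 10 µM)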. 62,000 compounds, 0.2% hits. AID 559; in the data active means inhibition above about 20%;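 further: 0% = enzyme without compound and 100% = no enzyme blank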
# SF-1 act – activates the human nuclear receptor SF-1; 65,000 compounds, 1.9% hits; CHO-K1 Gal4-SF-1 LBD luciferase reporter; % increase over DMSO SF-1-specific signal; activation, % at 10 µM; AID 522;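 active means activation above the mean activation of all tested compounds plus 3 SD, cut at about 50% in these data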
# Target sequence (Q13285 whole entry, looked up, the tested form may be a part): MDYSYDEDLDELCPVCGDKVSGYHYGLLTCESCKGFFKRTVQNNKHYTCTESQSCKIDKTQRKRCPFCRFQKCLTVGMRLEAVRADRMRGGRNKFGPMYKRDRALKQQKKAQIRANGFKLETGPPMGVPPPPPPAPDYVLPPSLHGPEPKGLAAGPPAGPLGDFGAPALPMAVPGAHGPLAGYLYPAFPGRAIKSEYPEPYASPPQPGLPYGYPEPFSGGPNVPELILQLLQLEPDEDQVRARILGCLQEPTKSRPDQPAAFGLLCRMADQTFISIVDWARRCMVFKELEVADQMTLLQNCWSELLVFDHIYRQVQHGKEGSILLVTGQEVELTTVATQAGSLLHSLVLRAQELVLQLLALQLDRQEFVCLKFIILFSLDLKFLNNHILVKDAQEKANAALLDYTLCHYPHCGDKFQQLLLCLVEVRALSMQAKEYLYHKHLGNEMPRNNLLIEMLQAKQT
#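 material = CHO-K1 cells with Gal4–hSF-1 LBD chimera plus Gal4-driven luciferase | compound = 10 µM single point, 1% DMSO | incubation = 20 h compound exposure at 37 °C after 1 h cell settling | measured by = SteadyLite luciferase luminescence | evaluation = percent activation relative to DMSO median and mock-transfected background | control set = DMSO negative control and −SF1 background wells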
# M1 antag – antagonists of rat M1 muscarinic receptor; P08482; CHO-M1 cells, Fluo-4 calcium, ACh EC80 antagonist mode; active compounds read low; B-score at 10 µM; 64,000 compounds, 3.4% hits;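 active means calcium fluorescence response, raw or row-and-column corrected B-score, differing from the plate sample mean either way at a set confidence level, mostly lower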
# Fluor 339 460 – intrinsic fluorescence of library compounds, ex339/em460 – biochemical, MLSMR library, data from DPM-DC assay, artefact control, profiling panel; 65,000 compounds, 5.5% hits; compound autofluorescence, ex339/em460 nm, NADH buffer; active compounds read high; 1 = no-compound wells, NADH background; fluorescence fold increase at 10 µM; AID 709;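 active means at 10 µM, mean starting fluorescence two-fold or more over control wells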;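 further: signal is the first read of a kinetic run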
# TNAP act DEA – human TNAP activation, intermediate phosphate acceptor; 64,000 tested, under 10 active; purified TNAP, CDP-star luminescence, 100 mM DEA, 30 min; active compounds read high; scale: 0 levamisole-inhibited, 1 vehicle-only enzyme; P05186; AID 813; activation factor at 20 µM;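 active means activation factor of at least 2 at 20 µM, relative to controls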
# Target sequence (P05186 whole entry, looked up): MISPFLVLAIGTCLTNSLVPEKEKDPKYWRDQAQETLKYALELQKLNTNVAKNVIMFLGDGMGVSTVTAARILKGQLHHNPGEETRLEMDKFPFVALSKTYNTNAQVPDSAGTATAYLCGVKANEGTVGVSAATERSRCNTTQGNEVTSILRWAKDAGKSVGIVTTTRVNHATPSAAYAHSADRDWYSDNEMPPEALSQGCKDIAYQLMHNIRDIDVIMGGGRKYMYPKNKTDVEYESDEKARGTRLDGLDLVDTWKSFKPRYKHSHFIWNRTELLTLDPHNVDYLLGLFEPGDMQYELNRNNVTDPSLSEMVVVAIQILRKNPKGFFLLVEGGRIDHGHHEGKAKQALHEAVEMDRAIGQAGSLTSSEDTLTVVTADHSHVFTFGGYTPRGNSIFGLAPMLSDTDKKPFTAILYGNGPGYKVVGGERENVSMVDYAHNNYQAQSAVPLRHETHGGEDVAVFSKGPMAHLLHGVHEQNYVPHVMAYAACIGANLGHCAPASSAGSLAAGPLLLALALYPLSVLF
# Active calls of the source: *; nt = no result given; [ ] = another dose, or the depositor's remark.
SMILES,M1 ag,RORa activator,Ecoli tolC,NADH coupling,Ec RNAP inh,SF-1 act,M1 antag,Fluor 339 460,TNAP act DEA
O=C(N1CCOCC1)C(F)(F)C(F)(F)C(F)(F)C(F)(F)C(=O)N1CCOCC1,-0.16,-25,-17,4%,3,-15,0.45,1.1,1
COc1ccc(N(C(=O)c2cccc(OC)c2OC)C2C=CS(=O)(=O)C2)cc1 (stereo not drawn),-0.85,9,-16,6%,5,5,0.4,1.1,1
COc1ccc(C(=O)Oc2ccc3c(c2)OCO3)cc1OC,-0.00018,10,4,1%,8,8,0.21,1.1,1
O=C1c2oc3ccc(Cl)cc3c(=O)c2C(c2cccc(Br)c2)N1CCO (stereo not drawn),-1.1,-25,nt,8%,4,1,-2.6,1.2,0.9
COc1cccc(CNC(=O)C2CCN(S(=O)(=O)c3cccc4cccnc34)CC2)c1,-0.11,-7,2,5%,7,7,-0.036,1.1,1
O=C(Nc1ccc2c(c1)OCO2)c1ccccc1SCC(=O)N1CCCC1,0.053,12,3,14%,1,16,0.28,0.74,0.9
CC(C)Sc1nc2c(c(=O)n1-c1ccc(F)cc1)SCC2,1.6,-2,13,5%,-1,4,-1.4,1,0.9
COCCSc1nnc(NC(=O)Cc2cccs2)s1,-0.35,-14,-2,3%,12,-15,-0.27,1.1,0.8
Cc1sc(NC(=O)c2ccco2)c(CN2CCCCC2)c1C,0.017,-15,-9,6%,4,-6,0.32,1.2,0.8
Cc1ccc(S(=O)(=O)c2nc(S(C)(=O)=O)sc2NCC2CCCO2)cc1 (stereo not drawn),0.27,-16,1,4%[fluoresces],3,-30,0.15,2.1*,0.9
COc1ccc(NC(=O)c2ccccc2NS(C)(=O)=O)cc1OC,0.019,2,-16,12%,2,-1,0.23,1,0.9
CC1C(=O)CC(c2ccccc2)N(C)C1c1ccccc1 (stereo not drawn),0.42,-20,45,4%,2,5,1.9,1.1,0.9
COc1ccc(OC)c(C(C(=O)NCc2ccco2)N(C(=O)Cn2nnc3ccccc32)C(C)C)c1 (stereo not drawn),-0.1,11,30,5%,3,-14,-0.11,1.1,0.9
Nc1ncn(C(=O)c2ccco2)n1,0.37,25,-1,4%,-6,-24,1.1,1.1,1.1
Cc1cc(N2C3CCC2CC(O)(c2ccc(F)cc2)C3)nc(-c2ccccc2)n1 (stereo not drawn),-0.2,11,100*,3%,3,-13,0.79,1.1,0.8
Cc1cc(C(C#N)c2ccccc2)n2ncnc2n1 (stereo not drawn),-0.055,9,-6,8%,7,9,-0.73,1,0.9
CCOc1ccc(NC(=O)CN2CCC(NC(=O)C3CCCCC3)CC2)cc1,-0.2,13,-14,3%,-3,13,-0.28,1.1,0.8
O=C(NC1CCCC1)C1CCN(S(=O)(=O)c2cccc3cccnc23)CC1,0.91,-6,-13,3%,-3,-5,-0.057,1.1,0.9
CCOc1ccccc1-n1cnc2cc(C(=O)NCc3ccco3)ccc21,-0.06,-6,21,4%,nt,4,-0.085,1,nt
COc1cccc(NC2CC(=O)N(CCc3ccccc3)C2=O)c1 (stereo not drawn),-0.063,-3,10,5%,nt,-6,0.54,1.1,1

# Rewritten with values under each structure: part of the list above
# Values in the order – M1 ag	RORa activator	Ecoli tolC	NADH coupling	Ec RNAP inh	SF-1 act	M1 antag	Fluor 339 460	TNAP act DEA
- O=C(N1CCOCC1)C(F)(F)C(F)(F)C(F)(F)C(F)(F)C(=O)N1CCOCC1
  -0.16	-25	-17	4%	3	-15	0.45	1.1	1
- COc1ccc(N(C(=O)c2cccc(OC)c2OC)C2C=CS(=O)(=O)C2)cc1 (stereo not drawn)
  -0.85	9	-16	6%	5	5	0.4	1.1	1
- COc1ccc(C(=O)Oc2ccc3c(c2)OCO3)cc1OC
  -0.00018	10	4	1%	8	8	0.21	1.1	1
- O=C1c2oc3ccc(Cl)cc3c(=O)c2C(c2cccc(Br)c2)N1CCO (stereo not drawn)
  -1.1	-25	nt	8%	4	1	-2.6	1.2	0.9
- COc1cccc(CNC(=O)C2CCN(S(=O)(=O)c3cccc4cccnc34)CC2)c1
  -0.11	-7	2	5%	7	7	-0.036	1.1	1
- O=C(Nc1ccc2c(c1)OCO2)c1ccccc1SCC(=O)N1CCCC1
  0.053	12	3	14%	1	16	0.28	0.74	0.9
- CC(C)Sc1nc2c(c(=O)n1-c1ccc(F)cc1)SCC2
  1.6	-2	13	5%	-1	4	-1.4	1	0.9

# Additional records
SMILES,M1 ag,RORa activator,Ecoli tolC,NADH coupling,Ec RNAP inh,SF-1 act,M1 antag,Fluor 339 460,TNAP act DEA
C=CCn1c(=N)n(CC(=O)OCC)c2ccccc21,0.31,3,-6,6%,2,2,-0.2,1.1,0.9
CCOC(=O)C1CCCN(C(=O)CN2CCN(Cc3ccc(Cl)cc3)C2=O)C1 (stereo not drawn),23*,-13,9,2%,8,8,-0.44,1.1,1
CCc1c(C)nc(N)nc1OCC(F)(F)C(F)F,-1.5,-4,3,8%,-2,-13,-0.65,1.1,0.9
Nc1c(S(=O)(=O)c2cccc(Cl)c2)c2nc3ccccc3nc2n1/N=C/c1ccc(O)c(O)c1,0.21,6,-16,8%,-2,-26,0.72,1.4,0.9
Cn1cc(/C=N/n2cnc3scc(-c4ccccc4)c3c2=O)c2ccccc21,0.64,30,5,4%,-3,-12,-0.74,1.1,0.9
COCCn1c(C)cc(C(=O)COC(=O)CCN2C(=O)c3ccccc3C2=O)c1C,0.32,-1,14,3%,9,3,-0.92,1,0.9
O=C(O)c1ccccc1NS(=O)(=O)c1cccc2cccnc12,0.014,15,-6,5%,6,-8,-1.5,1.1,0.9
Cc1cc(C)nc(NCC(O)CNc2ccccc2Cl)n1 (stereo not drawn),-0.25,-16,11,6%,6,-1,-0.21,0.82,0.9
CC(=O)N1CCc2cc3nc(C)cc(C)c3cc21,1,12,-9,9%[fluoresces],1,0,0.5,4.1*,0.9
CNC(=O)CSc1nnc(-c2ccncc2)n1Cc1ccccc1,nt,-14,0,3%,-2,12,nt,1.1,0.9
CCOC(=O)N1CCN(C(=O)c2c(O)c3cccc4c3n(c2=O)CC4)CC1,-0.52,1,-10,5%,11,-12,0.86,0.94,0.9
CCOC(=O)c1sc(NC(=O)c2ccco2)nc1C,-0.47,42,1,9%,12,46,0.052,1.1,0.9
CCCCc1nc2ccccc2c(=O)n1NC(=O)c1c(O)c2cccc3c2n(c1=O)CCC3,-0.37,0,-1,6%,1,10,-0.083,1.1,0.9
O=C(NCC(c1cccnc1)N1CCOCC1)c1ccc2c(c1)OCO2 (stereo not drawn),0.3,10,-23,0%,2,4,-0.26,1.1,0.9
O=C(NCc1ccc(F)cc1)c1ccc(CS(=O)(=O)Cc2ccc(F)cc2)o1,0.6,-9,3,4%,2,-6,0.32,1.1,1
CC(=O)NCCn1c(SCC(=O)OCc2ccccc2)nc2ccccc2c1=O,0.11,-10,-7,10%,8,-3,-0.67,1,1
CC(C)C(=O)N(Cc1cc2ccccc2[nH]c1=O)C(C)C,-0.66,12,-6,5%,10,1,0.013,1.2,0.9
COc1ccc2c(c1)CCc1c(C(=O)N3CCCC3)noc1-2,nt,14,-1,6%,-4,55*,nt,1.1,1
CCCCOc1ncnc2c1[nH]c1ccc(F)cc12,5.4*,-70,13,4%,12,-50,-2.8,2.7*,0.9
CC(=O)N1CCN(C2=Nc3cccc4cccc2c34)CC1,9.5*,13,-17,12%,-3,16,-0.69,1.6,1
N#C/C(=C1/CCCCCN1)c1nc2ccccc2[nH]1,0.012,44,-1,5%,1,19,-0.14,1.1,0.9
COc1ccc(S(=O)(=O)c2ccc(OC)c(OC)c2)cc1OC,-0.11,-4,-5,6%,-8,7,0.83,1,0.9
COc1cccc(C2=NOC(C(=O)NC(C)C)C2)c1 (stereo not drawn),-0.013,-19,-10,5%,5,3,0.062,1.1,0.9
CCC(c1nnnn1Cc1ccco1)N(Cc1ccccc1OC)Cc1cc2cc(C)ccc2[nH]c1=O (stereo not drawn),0.65,-17,23,1%,4,2,-2.2*,1.6,0.9
C=CCN(CC=C)C(=O)C1CC(=O)N(c2ccc(Br)cc2)C1 (stereo not drawn),-0.15,24,-8,9%,6,14,-0.76,1.1,0.9
COc1ccc(-c2c(C)oc3c(CN4CCCCC4C)c(O)ccc3c2=O)cc1OC (stereo not drawn),0.55,-12,-11,5%[fluoresces],6,12,0.042,2.2*,0.9
CSc1nc(C)cc(OCC#N)n1,0.65,-8,-38,6%,4,21,0.042,1.1,0.9
CCC(=O)Nc1cc(NC(=O)CSc2nnc(C(C)C)n2CC)ccc1C,0.29,-27,-21,8%,3,-4,0.57,1.1,0.9
Cc1occc(=O)c1OC(=O)Nc1ccccc1,-1.8,-28,4,2%,nt,11,-0.13,1.1,0.9
CN(C)CCCNC(=O)CC(c1ccccc1)c1ccccc1O (stereo not drawn),0.29,3,-17,4%,-2,-2,-1,1.1,1.1
CCCN(CCO)Cc1ccc(F)c(Br)c1,0.34,12,-4,13%,2,14,0.0097,1.1,0.9
CCC(CC)C(=O)Nc1cccc(C(=O)N2CCOCC2)c1,0,-21,-13,9%,2,2,0.92,1.1,0.9
Cc1nnc(NC(=O)C2CCCO2)s1 (stereo not drawn),-0.45,-9,-19,2%,-1,-11,-0.18,1,0.9
CCOc1ccc(C2C(C#N)=C(N)Oc3nc[nH]c(=O)c32)cc1OC (stereo not drawn),-0.78,-10,0,7%,-9,-11,0.16,1.1,1
CN(C(=O)C1CCCO1)c1nnc(-c2ccccn2)s1 (stereo not drawn),0.56,16,-5,1%[fluoresces],-7,40,0.084,4.8*,0.9
O=C(Nc1ccc(Br)cc1Cl)Nn1cnnc1,-0.17,-18,-8,2%,7,-3,0.64,1.1,1
COc1cc(NC(=O)c2ccc3c(c2)OCO3)ccc1NC(=O)C(C)C,-0.092,-7,-11,7%,-1,-27,-0.076,1.5,0.9
O=C(c1cc2ccccc2oc1=O)N1CCN(CCc2ccccc2)CC1,-1.8,-14,-9,2%,5,-15,-0.38,1.1,0.9
COc1cccc(N2CCN(C(=O)c3ccc4nc(N5CCCCC5)sc4c3)CC2)c1,1.2,78*,19,2%,8,89*,-0.17,1.1,0.9
COc1ccc(Cl)cc1S(=O)(=O)N1CCN(Cc2ccc3c(c2)OCO3)CC1,-0.068,-2,14,6%,9,7,-0.2,1.1,0.9
Cc1cc(=O)[nH]c(SCC(=O)N2CCCCCC2)n1,-0.4,-4,-10,5%,0,19,1.6,1.1,0.9
CCOC(=O)c1cnn(CCOC(=O)c2cccs2)c1NC(=O)c1cccs1,1.5,6,-8,5%,2,8,1.3,1,0.9
C=C(C)Cn1c(C2CC(=O)N(c3ccccc3F)C2)nc2ccccc21 (stereo not drawn),2.1,6,36,5%,8,4,-0.42,1.1,0.9
CN(c1ccccc1)c1nc(-n2ccnc2)nc(-n2ccnc2)n1,1.1,-10,23,3%,2,5,-1.1,1.1,1
CC(C)CCNC(=O)Cn1c(NCCC(C)C)nc2c1c(=O)n(C)c(=O)n2C,-1.3,-10,-3,1%,7,-8,1.3*,1.1,0.8
CC(=O)Nc1c(-c2ccccc2)nc2ncccn12,-0.49,-14,-17,4%[fluoresces],2,-6,0.13,2.2*,1
Cn1c(C(=O)N2CCN(C(=O)c3ccco3)CC2)cc2c(=O)n(C)c3ccccc3c21,-0.31,17,32,4%,6,18,-0.37,1,1
CCN(CCCn1c(SCC#N)nc2ccccc2c1=O)c1ccccc1,1.7,3,19,8%,3,-7,-0.0044,0.98,0.9

# Compound activity (PubChem)
